AGP1-GFP MLPCN – modulators of TOR pathway AGP1-GFP in S. cerevisiae | S. cerevisiae AGP1-GFP multiplex flow cytometry, 3 h; GFP as percent of DMSO wells | GFP response vs DMSO, % at 10 µM | 0.02% of 320,000 active | AID 2066;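 active = GFP response relative to DMSO above a set limit, near screen average plus 3 SD, cut at about 150% in these data; inconclusive = fewer than 70 cells counted for the yeast strain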;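 note: median GFP channel fluorescence of the gated AGP1 strain per well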
AHR act – activates the human aryl hydrocarbon receptor; P35869; AHR-responsive luciferase reporter cells, luminescence; activation, % at 5 µM; 2.5% of 320,000 active; AID 2796; in the data active = activation above about 47%;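 note: 0% = vehicle wells and 100% = reference agonist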
LAP4 TOR yeast – alters LAP4-GFP fluorescence in TOR pathway yeast screen; S. cerevisiae LAP4-GFP multiplex, flow cytometry GFP, 3 h; median GFP as percent of DMSO wells; GFP response vs DMSO, % at 10 µM; 0.34% of 320,000 active; AID 2023;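 active = GFP response vs DMSO above a set limit, about the screen mean plus 3 SD, cut at about 150% in these data; inconclusive = under 70 cell events counted for the yeast strain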
procasp7 counter – activates human procaspase-7, counter-screen for procaspase-3 activators; P55210; recombinant procaspase-7, Ac-DEVD-pNA absorbance 405 nm; D23A/D198A/D206A triple mutant, cannot self-cleave; scale: DMSO 0, 5 µM enzyme 100; activation, % at 8.5 µM; 0.093% of 330,000 active; AID 463210;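 active = percent activation above the screen-wide mean plus 3 SD, cut at about 25% in these data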
Target sequence (P55210 whole entry D23A/D198A/D206A): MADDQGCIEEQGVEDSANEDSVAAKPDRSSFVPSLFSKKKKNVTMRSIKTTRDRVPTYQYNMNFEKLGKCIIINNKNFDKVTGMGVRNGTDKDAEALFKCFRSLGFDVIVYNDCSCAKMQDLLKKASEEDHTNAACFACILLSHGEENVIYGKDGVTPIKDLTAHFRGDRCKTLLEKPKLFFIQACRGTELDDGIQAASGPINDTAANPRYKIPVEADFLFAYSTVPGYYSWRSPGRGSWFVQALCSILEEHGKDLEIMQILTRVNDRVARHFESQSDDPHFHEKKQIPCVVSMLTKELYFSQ
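System: Procaspase-7 triple mutant (PC-7 D3A); measure: % activation from two-timepoint absorbance difference, scaled to controls; times: 1 h compound preincubation, 2 h substrate cleavage, 25 °C; also added: Ac-DEVD-pNA substrate, 400 µM as added; measured by: Epi-absorbance of released pNA at 405 nm, two timepoints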
RPL19A TOR yeast – yeast TOR pathway RPL19A-GFP modulation; S. cerevisiae RPL19A-GFP strain, flow cytometry, 3 h; hits give low values; percent response vs DMSO, % at 10 µM; 0.3% of 330,000 active;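 active = percent response vs DMSO below 50%; inconclusive = fewer than 70 events counted for the yeast strain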;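 note: median channel GFP fluorescence of the barcoded RPL19A-GFP strain; ratio of sample median GFP to plate DMSO average so 100% = DMSO; lower means less RPL19A-GFP as with rapamycin TOR inhibition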
MEP2-GFP yeast – modulators of TOR pathway MEP2-GFP in S. cerevisiae. S. cerevisiae MEP2-GFP strain, flow cytometry GFP, 3 h; 100% = DMSO control level. GFP response vs DMSO, % at 10 µM. 0.51% of 330,000 active. AID 2016;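 active = GFP response versus DMSO above a set limit, roughly screen mean plus 3 SD, cut at about 180% in these data; inconclusive = fewer than 70 cells counted for a yeast strain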;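 note: median GFP fluorescence of the barcode-gated MEP2-GFP cells per well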
CIT2 TOR yeast – yeast TOR pathway CIT2-GFP modulation. S. cerevisiae CIT2-GFP strain, flow cytometry, 3 h; 100 means same as DMSO wells. GFP response vs DMSO, % at 10 µM. 0.065% of 320,000 active;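 active = GFP response relative to DMSO above a set limit, near the screen mean plus 3 SD, cut at about 150% in these data; inconclusive = Fewer than 70 cells measured for a yeast strain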;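 note: ratio of well median GFP fluorescence to mean of DMSO wells on the plate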
procasp3 activ – activates human procaspase-3; P42574; recombinant procaspase-3 D3A, Ac-DEVD-pNA absorbance 405 nm; activation, % at 8.5 µM; 0.11% of 330,000 active;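 active = activation above the mean of all tested compounds plus 3 SD, cut at about 21% in these data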;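 note: 0% = DMSO alone and 100% = DMSO wells spiked with extra 5 µM PC-3 D3A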
Target sequence (P42574 whole entry D9A/D28A/D175A): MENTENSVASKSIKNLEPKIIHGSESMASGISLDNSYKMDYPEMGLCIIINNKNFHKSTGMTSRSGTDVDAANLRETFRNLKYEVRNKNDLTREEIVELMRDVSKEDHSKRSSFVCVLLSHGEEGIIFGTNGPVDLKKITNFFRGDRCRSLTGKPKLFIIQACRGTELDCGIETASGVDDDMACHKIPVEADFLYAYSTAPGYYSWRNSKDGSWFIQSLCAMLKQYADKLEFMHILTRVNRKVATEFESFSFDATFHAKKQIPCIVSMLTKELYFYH
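Assay system – Procaspase-3 D3A mutant · Benchmarks – DMSO low control, extra-enzyme high control · Technique – 405 nm absorbance of p-nitroaniline, reads at 0 and 120 min · Doses – 8.5 µM nominal · Measure – % activation between DMSO and enzyme-spiked controls · Also added – Ac-DEVD-pNA chromogenic peptide substrate · Schedule – 1 h compound preincubation, 2 h substrate hydrolysis at 25 °C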
* marks the source's active call; other numbers are inactive results; ? = inconclusive; nt = no result given; [ ] = dose if it differs, or a comment.

1	O=C1/C(=C/Nc2ccc3c(c2)OCO3)CCc2ccccc21
2	Cc1nn(CC(=O)Nc2cccc(C(F)(F)F)c2)c(=O)c2cccn12
3	N#Cc1c(N2C(=O)Nc3ccccc3N2O)sc2c1CCCCCC2
4	O=C(NN1CCOCC1)c1ccc(Br)s1
5	COc1cccc(NS(=O)(=O)c2ccc(S(=O)(=O)N3CCOCC3)cc2)c1
6	CCc1ccccc1NC(=O)NCCN1CCCCC1
7	COc1ccc(C(c2nnnn2CC2CCCO2)N2CCN(c3cccc(C)c3C)CC2)cc1 (configuration not stated)
8	COc1ccc(-c2nn(CCC#N)cc2/C=N/O)cc1OC
Compound,1,2,3,4,5,6,7,8
AGP1-GFP MLPCN,92,104,104,105,95,95,109,98
AHR act,2,7,5,0,1,1,5,0
LAP4 TOR yeast,108,112,97,99,93,91,100,96
procasp7 counter,-46,1,0,-5,-3,5,16,-6
RPL19A TOR yeast,96,103,109,105,91,98,104,100
MEP2-GFP yeast,95,108,124,100,92,100,104,97
CIT2 TOR yeast,91,103,110,103,101,95,98,98
procasp3 activ,-30,-1,2,-2,2,5,0,-7

9	O=[N+]([O-])c1c(Nc2cccc(O)c2)cc(Cl)c2nonc12
10	COC(=O)C1=C(N)Oc2cc(C)[nH]c(=O)c2C1c1ccccc1OC (configuration not stated)
11	OCCN1CCN(CC(O)COc2ccc3c(c2)OCO3)CC1 (configuration not stated)
12	NC1=Nc2cccc3cccc1c23
13	CCc1ccc(NC(=O)Cn2nnc(C(=O)NCc3cccs3)c2N)cc1
14	COc1ccc2cc(C)c(SCC(=O)Nc3cc(C)on3)nc2c1
15	CC(C)NC(=O)C(c1ccc(F)cc1)N(C(=O)CCC(=O)Nc1ccccn1)C1CCCC1 (configuration not stated)
16	Cc1cc(C)cc(N(CCC#N)C(=O)COC(=O)CN2C(=O)NC(C)(C)C2=O)c1
Compound,9,10,11,12,13,14,15,16
AGP1-GFP MLPCN,87,106,98,103,93,101,104,98
AHR act,0,-1,-1,26,4,-1,-1,-1
LAP4 TOR yeast,120,105,90,139,83,93,106,89
procasp7 counter,-11,-2,12,-1,-5,1,-16,7
RPL19A TOR yeast,99,101,98,103,101,97,98,88
MEP2-GFP yeast,101,98,89,154,105,99,95,89
CIT2 TOR yeast,102,98,103,123,101,96,101,86
procasp3 activ,-3,6,-1,-9,-3,-2,-5,6

17	COc1ccc(CNC(=O)CN(C)S(=O)(=O)c2ccc(Br)s2)cc1
18	COc1ccc(-c2csc(NC(=O)C3CSC4(C)CCC(=O)N34)n2)cc1OC (configuration not stated)
19	O=C(O)COc1cnc2ccccc2n1
20	Cc1cc(C)c(S(=O)(=O)c2cccc(Cl)c2)c(=O)[nH]1
21	CC(=O)Nc1nc2n(n1)C(c1ccccc1)C=C(c1ccccc1)N2 (configuration not stated)
22	CCOC(=O)Cn1nc(C)c(NC(=O)COc2ccc([N+](=O)[O-])cc2)c1C
23	O=C(O)c1cccc(NC(=S)N/N=C/c2c[nH]c3ccccc23)c1
24	COc1ccc(NC(=O)CSc2nnc3ccc(-c4ccncc4)nn23)cc1OC
Compound,17,18,19,20,21,22,23,24
AGP1-GFP MLPCN,90,104,94,105,76,93,97,103
AHR act,-1,2,2,0,3,2,22,1
LAP4 TOR yeast,85,105,93,92,90,96,95,104
procasp7 counter,3,1,15,-4,-2,0,5,7
RPL19A TOR yeast,92,102,94,106,110,95,97,96
MEP2-GFP yeast,97,104,97,108,95,98,100,93
CIT2 TOR yeast,95,98,94,113,67,93,99,99
procasp3 activ,6,8,-4,9,4,1,-2,-1

25	CC(=O)Nc1ccc(S(=O)(=O)Nc2cccn(Cc3ccc(C)cc3)c2=O)cc1
26	Cc1ccc(C(=O)N(Cc2nc(-c3ccc(C)cc3)no2)C(C)C)cc1
27	CCOC(=O)C1(Cc2cccc(Cl)c2)CCCN(C(=O)c2cn[nH]c2)C1 (configuration not stated)
28	Cc1ccc(C)n1-n1cnc2sc3c(c2c1=O)CCC3
29	COc1cccc2[nH]c3c(=O)[nH]cnc3c12
30	N#Cc1c(NC(=O)C2CC=CCC2C(=O)O)sc2c1CCCCCC2 (configuration not stated)
31	CCCC(NC(=O)C(C)NC(=O)CO/N=C1\C=C2CCC3C4CCC(C(C)=O)[C@@]4(C)CCC3[C@@]2(C)CC1)C(=O)O (some centres not stated)
32	CC(=O)c1ccc2c(c1)OCCOCCOc1ccc(C(C)=O)cc1OCCOCCO2
Compound,25,26,27,28,29,30,31,32
AGP1-GFP MLPCN,99,105,102,96,107,88,99,97
AHR act,1,7,-2,-1,nt,3,nt,1
LAP4 TOR yeast,96,103,104,97,101,95,105,98
procasp7 counter,2,-1,-6,-6,nt,0,nt,2
RPL19A TOR yeast,94,103,99,95,116,102,106,95
MEP2-GFP yeast,95,109,103,98,121,102,105,93
CIT2 TOR yeast,92,102,97,94,108,96,92,98
procasp3 activ,-6,11,7,5,nt,-2,nt,4

33	O=C(CSc1ccc(-c2ccco2)nn1)N1CCCCCC1
34	Cc1cc(C(=O)COc2ccccc2C(N)=O)c(C)n1C
35	COc1ccc(C2(O)CCN(CCCCOc3ccccc3)CC2)cc1
36	Cc1ccc(OCC(=O)Nc2cccc3c2CCCC3)cc1C
37	O=C(NCc1ccco1)[C@@H]1CSC2c3ccccc3C(=O)N21 (some centres not stated)
38	CCC(CC)NC(=O)COc1ccc(OC)cc1C=O
39	Cc1ccnc(NC(=O)c2ccc3c(c2)OCO3)c1
40	CCCCCCCCCC(=O)N[C@H](CN1CCOCC1)[C@H](O)c1ccccc1
Compound,33,34,35,36,37,38,39,40
AGP1-GFP MLPCN,100,94,95,102,102,91,102,96
AHR act,2,-7,1,2,2,-1,18,-1
LAP4 TOR yeast,102,94,100,100,105,89,103,105
procasp7 counter,-21,8,-1,-4,7,-1,4,-3
RPL19A TOR yeast,102,105,100,98,104,103,100,101
MEP2-GFP yeast,100,96,103,100,107,92,111,93
CIT2 TOR yeast,103,100,100,101,107,87,97,95
procasp3 activ,-13,3,-5,6,-6,-1,-3,-8

41	O=C(Nc1ccc(Cl)cc1Cl)c1ccc2c(=O)n3c(nc2c1)CCC3
42	O=C1c2cccc3cccc(c23)C(=O)N1CCCc1n[nH]c(=S)n1-c1ccccc1
43	Cc1noc(C)c1COc1ccc(C(=O)OCC(=O)OC(C)(C)C)cc1
44	O=C(COC(=O)c1cc(=O)[nH]c2ccccc12)NCc1cccs1
45	Cc1ccccc1NC(=O)C(Cl)=C(Cl)Cl
46	CCOC(=O)c1c(-c2ccccc2)csc1NC(=O)COc1ccc2c(C)cc(=O)oc2c1
47	CCNS(=O)(=O)c1ccc(NC(=O)c2ccc(Cn3cc([N+](=O)[O-])cn3)o2)cc1
48	O=c1c2ccccc2nnn1CSc1ccccc1F
Compound,41,42,43,44,45,46,47,48
AGP1-GFP MLPCN,100,98,92,102,98,97,101,95
AHR act,1,-5,0,4,4,1,7,45
LAP4 TOR yeast,125,104,111,112,75,98,102,97
procasp7 counter,9,1,2,8,0,3,-2,3
RPL19A TOR yeast,97,108,96,99,105,95,98,91
MEP2-GFP yeast,100,117,94,98,106,96,105,98
CIT2 TOR yeast,82,107,90,96,111,98,98,89
procasp3 activ,1,-2,-5,1,-5,-3,0,3

49	N/C(=C\C(=O)c1cc(Cl)ccc1O)C(Cl)(Cl)Cl
50	CCc1cc(=O)oc2cc(C)cc(OC(C)C(=O)NC(Cc3c[nH]c4ccc(O)cc34)C(=O)O)c12 (configuration not stated)
51	CSC1=N/C(=C\c2cccc(F)c2)C(=O)S1
52	CCOC(=O)c1cccc(NC(=O)CSc2nnc(C3CCCCC3)n2C)c1
53	O=C(COc1ccccc1F)Nc1ccc(S(=O)(=O)Nc2nccs2)cc1
54	O=C(Nc1cccnc1)c1ccc2ccccc2c1O
55	Cc1noc(C)c1C(=O)OC(C)C(=O)Nc1ccc2c(c1)OCO2 (configuration not stated)
56	O=C(N/N=C/c1cccs1)C1CC(=O)N(c2ccccc2)C1 (configuration not stated)
Compound,49,50,51,52,53,54,55,56
AGP1-GFP MLPCN,96,105,97,100,99,88[may fluoresce red],97,104
AHR act,8,-1,0,5,3,48*,16,0
LAP4 TOR yeast,98,103,98,99,98,?,96,99
procasp7 counter,-3,8,-10,14,-2,4,18,1
RPL19A TOR yeast,110,100,97,97,104,?,95,104
MEP2-GFP yeast,107,109,102,106,108,96[may fluoresce red],94,105
CIT2 TOR yeast,113,97,91,93,102,70[may fluoresce red],93,105
procasp3 activ,-3,2,-4,6,-10,-4,-1,4

Compound activity deposited in PubChem by several laboratories.
